Assay outcomes deposited in PubChem BioAssay by Broad Institute.
TcdB GH inh: blocks C. difficile toxin B glycohydrolase activity; inhibition, % at 9.99 µM; 350,000 compounds, 0.24% hits; AID 652162; P18177; TcdB glycohydrolase enzymatic assay, plate reader; in the data active means inhibition above about 10%
Numbers without * were called inactive; & = joins results of further samples. Not all compounds are listed; count on the stated rates, not on these rows.

SMILES | TcdB GH inh
CC(=O)N1[C@H](CO)[C@H](c2ccccc2)[C@@H]1CN(C(=O)c1ccccc1)C(C)C | 0.8
COC(=O)C[C@H]1CC[C@H](NC(=O)c2cccc(F)c2)[C@@H](CO)O1 | 0.9
COc1cccc(-c2ccc(C3[C@@H]4CN(C(=O)C5CCC5)C[C@H]3N4)cc2)c1 (some centres not stated) | 0.1&1.1
O=C(C[C@H]1C[C@@H]2c3cc(NC(=O)C4CCC4)ccc3O[C@@H]2[C@@H](CO)O1)NCc1ccc(-c2ccccc2)cc1 | -1.6
CC(=O)N[C@@H]1C=C[C@@H](CC(=O)NCC2CCCCC2)O[C@@H]1CO | 0.9
COc1cccc(C(=O)Nc2ccc3c(c2)C(=O)N(C)[C@@H]2CC[C@@H](CC(=O)N[C@H](C)c4ccccc4)O[C@@H]2CO3)c1 | -1.1
CC(C)CC#Cc1cnc2c(c1)C(=O)N([C@@H](C)CO)C[C@@H](C)[C@@H](CN(C)C(=O)c1ccccc1)O2 | 1.1
C[C@@H]1CN([C@H](C)CO)C(=O)c2cc(NC(=O)CCN3CCOCC3)ccc2O[C@@H]1CN(C)C(=O)Nc1ccc(F)cc1 | -0.3
Cc1noc(C)c1NC(=O)Nc1cccc2c1O[C@@H](CN(C)S(=O)(=O)c1cccs1)[C@H](C)CN([C@H](C)CO)C2=O | -0.3
C[C@H]1CN([C@@H](C)CO)C(=O)c2ccccc2-c2ccccc2CO[C@@H]1CN(C)S(=O)(=O)c1cn(C)cn1 | -0.7
CN1C(=O)c2cc(NC(=O)Cc3cccs3)ccc2OC[C@H]2O[C@@H](CC(=O)N[C@@H]3CCN(Cc4ccccc4)C3)CC[C@@H]21 | 1.7
CO[C@H]1CN(C)C(=O)c2cc(NS(C)(=O)=O)ccc2OC[C@H](C)N(CC2CCCCC2)C[C@@H]1C | 0.0
C[C@@H]1CCCCO[C@@H](CN(C)CC2CCCCC2)[C@H](C)CN([C@H](C)CO)C(=O)c2cc(NS(=O)(=O)c3ccc(F)cc3)ccc2O1 | 0.0
CC(C)c1cc(Cn2c3ccccc3c(=O)n2C(C)Cn2cc(C3CC3)nn2)on1 (configuration not stated) | 0.9
C[C@@H]1CN([C@H](C)CO)C(=O)Cc2cc(NC(=O)C3CC3)ccc2O[C@@H]1CN(C)S(=O)(=O)c1ccccc1 | 0.3
CCCNC(=O)N1C[C@@H]2[C@H](c3ccccc31)[C@H](CO)N2C(=O)NCCC | -1.9
C[C@H](CO)N1C[C@H](C)[C@H](CN(C)S(=O)(=O)c2cn(C)cn2)Oc2c(NS(C)(=O)=O)cccc2C1=O | -13.3
COCC#Cc1ccc2c(c1)O[C@@H](CN(C)C(=O)CN(C)C)[C@H](C)CN([C@@H](C)CO)S2(=O)=O | 0.1
C/C=C/c1cnc2c(c1)C(=O)N([C@@H](C)CO)C[C@H](C)[C@@H](CN(C)Cc1cccc(C(=O)O)c1)O2 | 0.2
CO[C@H]1CN(C)C(=O)c2ccc(NC(=O)C3CCCCC3)cc2OC[C@@H](C)N(Cc2cccnc2)C[C@@H]1C | 0.3
C[C@@H]1CN([C@@H](C)CO)S(=O)(=O)c2ccc(-c3cccc(F)c3)cc2O[C@@H]1CN(C)C | 0.8
COC(=O)[C@H]1[C@H](CO)[C@H]2Cn3c(ccc(-c4cccc(OC)c4)c3=O)[C@H]2N1Cc1nccs1 | 0.1
CO[C@@H]1CN(C)C(=O)c2cc(NS(=O)(=O)CC(F)(F)F)ccc2OC[C@@H](C)N(Cc2ccccn2)C[C@H]1C | -13.3
CO[C@H]1CN(C)C(=O)c2cc(NC(=O)Cc3ccccc3)ccc2OC[C@H](C)N(CC2CC2)C[C@@H]1C | 0.1

Reprinted from the part before: 3 entries, then new ones.
SMILES | TcdB GH inh
COC(=O)[C@H]1[C@H](CO)[C@H]2Cn3c(ccc(-c4cccc(OC)c4)c3=O)[C@H]2N1Cc1nccs1 | 0.1
CO[C@@H]1CN(C)C(=O)c2cc(NS(=O)(=O)CC(F)(F)F)ccc2OC[C@@H](C)N(Cc2ccccn2)C[C@H]1C | -13.3
CO[C@H]1CN(C)C(=O)c2cc(NC(=O)Cc3ccccc3)ccc2OC[C@H](C)N(CC2CC2)C[C@@H]1C | 0.1
C[C@@H]1CCCCO[C@H](CN(C)Cc2ccc(Cl)c(Cl)c2)[C@H](C)CN([C@@H](C)CO)C(=O)c2cc(NC(=O)Nc3ccccc3)ccc2O1 | -10.8
C[C@@H]1CCCCO[C@H](CN(C)S(=O)(=O)c2cccs2)[C@@H](C)CN([C@H](C)CO)C(=O)c2cc(NS(=O)(=O)c3ccc(F)cc3)ccc2O1 | 0.3
Cc1ccc(S(=O)(=O)Nc2ccc3c(c2)C(=O)N([C@@H](C)CO)C[C@H](C)[C@@H](CN(C)S(=O)(=O)c2ccccc2)OCCCC[C@@H](C)O3)cc1 | 0.4
CC(=O)N1[C@H](CO)[C@@H](c2ccc(C3=CCCC3)cc2)C12CN(C(=O)C1CC1)C2 | 0.6
CN1C(=O)c2cc(NC(=O)c3cnccn3)ccc2OC[C@H]2O[C@@H](CC(=O)NCC3CC3)CC[C@@H]21 | 0.4
C[C@@H]1CN([C@@H](C)CO)C(=O)c2cccc(NS(=O)(=O)c3ccccc3)c2O[C@H]1CN(C)Cc1ccc(C(=O)O)cc1 | -1.9
CO[C@@H]1CN(C)C(=O)c2cc(NC(C)=O)ccc2OC[C@@H](C)N(Cc2cc(F)ccc2F)C[C@@H]1C | -0.2
C[C@H](CO)N1C[C@H](C)[C@@H](CN(C)S(=O)(=O)c2ccccc2)OCCCC[C@H](C)Oc2ccc(NC(=O)Nc3cccc4ccccc34)cc2C1=O | -0.5
C[C@@H]1CN([C@H](C)CO)C(=O)c2cccc(NS(=O)(=O)c3ccc(Cl)cc3)c2O[C@H]1CN(C)C(=O)Nc1ccc2c(c1)OCO2 | -0.3
C[C@@H]1CN([C@H](C)CO)C(=O)c2cc(NC(=O)Nc3ccc(F)cc3)ccc2O[C@@H](C)CCCCO[C@@H]1CN(C)Cc1ccc2c(c1)OCO2 | 1.0
CCS(=O)(=O)Nc1ccc2c(c1)C(=O)N(C)C[C@@H](OC)[C@@H](C)CN(C(=O)C1CC1)[C@@H](C)CO2 | -1.0
OC[C@@H]1[C@H](c2ccc(-c3ccc(F)cc3)cc2)[C@@H]2CN(Cc3cccnc3)CCCCN12 | 0.7
COC(=O)C1=CN(c2ccc(OC)cc2OC)C(N)=C(C#N)C1c1ccc(OC)cc1 (configuration not stated) | 0.1
C[C@H]1CN([C@@H](C)CO)C(=O)Cc2cc(NC(=O)C3CCCCC3)ccc2O[C@H]1CN(C)Cc1ccc(C(=O)Nc2ccccc2N)cc1 | -0.8
O=C(NCCc1ccccc1Cl)[C@@H]1CCCN1C(=O)[C@@H](NS(=O)(=O)c1ccc(F)cc1F)C1CCCCC1 | 2.4
CCCNC(=O)C[C@@H]1C[C@H]2c3cc(NC(=O)Nc4ccc(F)cc4)ccc3O[C@H]2[C@H](CO)O1 | 1.3
C[C@@H]1CN([C@@H](C)CO)C(=O)c2cc(NC(=O)Cc3ccccc3)ccc2O[C@@H](C)CCCCO[C@@H]1CN(C)C(=O)c1ccccc1 | 2.2
C[C@@H]1CN([C@@H](C)CO)C(=O)c2cccc(NC(=O)CCCCCC(=O)Nc3ccccc3N)c2O[C@H]1CN(C)S(C)(=O)=O | 0.1
C[C@H](CO)N1C[C@H](C)[C@H](CN(C)C(=O)Cc2ccccc2)Oc2ncc(-c3ccccc3)cc2C1=O | 1.4
COc1ccc(NC(=O)Nc2cccc3c2O[C@@H](CN(C)C(=O)NC(C)C)[C@@H](C)CN([C@@H](C)CO)C3=O)cc1 | 0.3
CC(=O)N(CC(C)C)C[C@@H]1[C@H](c2ccc(C3=CCCC3)cc2)[C@H](CO)N1C(C)=O | -0.2
CO[C@H]1CN(C)C(=O)c2cc(NS(=O)(=O)CC(F)(F)F)ccc2OC[C@H](C)N(Cc2ccccn2)C[C@H]1C | -7.2
CN1c2ccc(C3=CCCCC3)cc2[C@@H]2[C@@H](CCN2C(=O)C2CC2)[C@@H]1CO | -5.8
C[C@@H]1CCCCO[C@@H](CN(C)C(=O)C2CCCCC2)[C@H](C)CN([C@@H](C)CO)C(=O)c2cc(NS(=O)(=O)c3cccs3)ccc2O1 | -11.3
CC(C)[C@H](C)NC(=O)N(C)C[C@@H]1OCc2ccccc2-c2c(n(C)c3ccccc23)C(=O)N([C@H](C)CO)C[C@@H]1C | -0.3
CC(C)NC(=O)N(C)C[C@@H]1Oc2cc(-c3cccnc3)ccc2S(=O)(=O)N([C@H](C)CO)C[C@H]1C | -0.4
O=C(C[C@@H]1C[C@H]2c3cc(NC(=O)C4CCOCC4)ccc3O[C@H]2[C@@H](CO)O1)NCc1ccccn1 | -0.4
Cc1ccc(S(=O)(=O)N[C@@H]2CC[C@@H](CC(=O)NC3CCCCC3)O[C@@H]2CO)cc1 | -0.1
CO[C@@H]1CN(C)C(=O)c2ccc(NC(=O)C3CCOCC3)cc2OC[C@@H](C)N(CC2CC2)C[C@H]1C | -1.8
CO[C@@H]1CC[C@@H]2CCN(C)C(=O)CCCN(C)C(=O)c3cccc(C#N)c3OC[C@@H]1O2 | -0.3
O=C(C[C@H]1C[C@@H]2c3cc(NC(=O)NC4CCCC4)ccc3O[C@@H]2[C@@H](CO)O1)NC1CCCCC1 | -1.9
C[C@@H]1CN([C@@H](C)CO)C(=O)c2cc(NC(=O)C3CC3)ccc2O[C@@H]1CN(C)S(=O)(=O)c1cccs1 | -0.6
CCCN1C[C@H](C)[C@@H](OC)CN(C)C(=O)c2ccc(NC(=O)c3ccccc3)cc2OC[C@@H]1C | -2.6
CCCNC(=O)N1C[C@@H](C)[C@@H](OC)CN(C)C(=O)c2cc(NC(C)=O)ccc2OC[C@H]1C | 0.6
C[C@H]1CN([C@@H](C)CO)C(=O)Cc2cc(NC(=O)C3CCCCC3)ccc2O[C@@H]1CN(C)Cc1ccc(Oc2ccccc2)cc1 | -0.5
COC(=O)[C@@]12C[C@@H](CC(=O)N3CCCC3)C(=O)N(Cc3ccco3)C1=CCC(C)(C)C2 | 0.9
COc1ccc(C#Cc2cnc3c(c2)C(=O)N([C@H](C)CO)C[C@H](C)[C@H](CN(C)C(=O)Nc2ccc4c(c2)OCO4)O3)cc1OC | -0.5
CCC(=O)N1CCC2(CC1)CN(S(C)(=O)=O)[C@H](CO)c1c2c2ccc(OC)cc2n1C | 0.2
CC(C)CC#Cc1ccc2c(c1)O[C@@H](CN(C)Cc1cccnc1)[C@H](C)CN([C@@H](C)CO)S2(=O)=O | -0.2
C[C@H]1CN([C@@H](C)CO)C(=O)Cc2cc(NC(=O)CCC(F)(F)F)ccc2O[C@@H]1CN(C)S(=O)(=O)c1cccs1 | -0.1
CCCNC(=O)N(C)C[C@@H]1Oc2ncc(C#C[C@H](C)O)cc2C(=O)N([C@@H](C)CO)C[C@@H]1C | 1.1
COc1ccc(-c2cnc3c(c2)C(=O)N([C@@H](C)CO)C[C@H](C)[C@@H](CN(C)Cc2ccccc2)O3)cc1 | 0.4
CO[C@@H]1CN(C)C(=O)c2cc(NS(=O)(=O)CC(F)(F)F)ccc2OC[C@H](C)N(Cc2ccccn2)C[C@H]1C | -0.1
O=S(=O)(c1ccccc1F)N1CCCCN2[C@H](CO)[C@H](c3ccc(-c4cncnc4)cc3)[C@@H]2C1 | 0.1
O=C(N[C@H]1CC[C@H](CCNS(=O)(=O)c2ccc(F)cc2)O[C@H]1CO)c1cccnc1 | -0.7
C[C@H]1CN([C@@H](C)CO)S(=O)(=O)c2ccc(C#CCN(C)C)cc2O[C@H]1CN(C)C(=O)CC1CC1 | 0.1
C[C@@H]1CN([C@@H](C)CO)C(=O)Cc2cc(NS(C)(=O)=O)ccc2O[C@@H]1CN(C)Cc1ccc(-c2ccccc2)cc1 | -2.3
CN1C(=O)c2cc(NC(=O)C3CCCC3)ccc2OC[C@@H]2O[C@H](CC(=O)NCCc3ccncc3)CC[C@@H]21 | -0.6

Among those listed so far, 6 contain a thiophene ring, fused or not.
SMILES | TcdB GH inh
Cc1noc(C)c1NC(=O)Nc1cccc2c1O[C@@H](CN(C)S(=O)(=O)c1cccs1)[C@H](C)CN([C@H](C)CO)C2=O | -0.3
CN1C(=O)c2cc(NC(=O)Cc3cccs3)ccc2OC[C@H]2O[C@@H](CC(=O)N[C@@H]3CCN(Cc4ccccc4)C3)CC[C@@H]21 | 1.7
C[C@@H]1CCCCO[C@H](CN(C)S(=O)(=O)c2cccs2)[C@@H](C)CN([C@H](C)CO)C(=O)c2cc(NS(=O)(=O)c3ccc(F)cc3)ccc2O1 | 0.3
C[C@@H]1CCCCO[C@@H](CN(C)C(=O)C2CCCCC2)[C@H](C)CN([C@@H](C)CO)C(=O)c2cc(NS(=O)(=O)c3cccs3)ccc2O1 | -11.3
C[C@@H]1CN([C@@H](C)CO)C(=O)c2cc(NC(=O)C3CC3)ccc2O[C@@H]1CN(C)S(=O)(=O)c1cccs1 | -0.6
C[C@H]1CN([C@@H](C)CO)C(=O)Cc2cc(NC(=O)CCC(F)(F)F)ccc2O[C@@H]1CN(C)S(=O)(=O)c1cccs1 | -0.1

Next structures follow.
SMILES | TcdB GH inh
C[C@H]1CN([C@@H](C)CO)C(=O)c2cc(-c3cccc(F)c3)cnc2O[C@H]1CN(C)C(=O)c1cccc(F)c1 | 0.2
COC(=O)C1=C(C)N(C)C(=NCc2ccc(OC)cc2)NC1c1cccc(Cl)c1 (configuration not stated) | -0.8
C[C@H]1CN([C@@H](C)CO)C(=O)c2cc(-c3cccnc3)cnc2O[C@H]1CN(C)Cc1ccc(-c2ccccc2)cc1 | -2.5
Cc1ccccc1S(=O)(=O)N1[C@@H](C#N)[C@@H](c2ccc(-c3ccc(F)cc3)cc2)[C@@H]1CO | 1.6
C[C@@H]1CN([C@@H](C)CO)C(=O)c2cc(NC(=O)CCCN(C)C)ccc2O[C@@H]1CN(C)C(=O)Nc1cccc2ccccc12 | 0.3
C[C@@H]1CN([C@@H](C)CO)C(=O)Cc2cc(NC(=O)CCCCCC(=O)Nc3ccccc3N)ccc2O[C@@H]1CN(C)C(=O)NC1CCCCC1 | -0.5
N#C[C@@H]1[C@@H](c2ccc(-c3cccc(F)c3)cc2)[C@H](CO)N1C(=O)NC1CCCC1 | -0.3
